# Screens deposited in PubChem BioAssay by NCI.
# All columns: NCI-60 one-dose screen, growth in % after 48 h at 10 µM unless noted; 100 = growth as untreated, 0 = no growth, -100 = all killed.
# MDA-MB-435 = MDA-MB-435 melanoma. 82,000 tested, 7.8% active
# LOX IMVI = LOX IMVI melanoma | 79,000 tested, 7.4% active | AID 1794757
# UACC-257 = UACC-257 melanoma | 78,000 tested, 4.4% active
# MALME-3M = MALME-3M melanoma. 78,000 tested, 5.8% active
# SK-MEL-5 = SK-MEL-5 melanoma | 80,000 tested, 6.4% active | AID 1794755
# SK-MEL-2 = SK-MEL-2 melanoma | AID 1794763 | 77,000 tested, 4.7% active
# UACC-62 = UACC-62 melanoma; 81,000 tested, 5.4% active; AID 1794756
# SK-MEL-28 = SK-MEL-28 melanoma | 81,000 tested, 4.1% active | AID 1794761
# Active calls of the source: *; / = not tested or not shown; ! = a repeat was not active. The calls were made as follows: active = growth percent below 10; inactive = the rest.
1	COc1ccc(C2=NN(C(=O)c3ccc(S(N)(=O)=O)cc3)C(c3ccccc3)C2)c(OC)c1 (configuration not stated)
2	Cc1ccc(-c2nc([P+](c3ccccc3)(c3ccccc3)c3ccccc3)c(S(=O)(=O)c3ccc(C)cc3)o2)cc1
3	CN(Cc1cnc2nc(N)nc(N)c2n1)c1ccc(C(=O)N[C@@H](CCC(=O)O)c2nn[nH]n2)cc1
4	c1ccc(NC2Sc3nc4ccccc4nc3N2C2CCCCC2)cc1 (configuration not stated)
5	NS(=O)(=O)c1ccc(Cl)c(Cl)c1
6	Clc1ccc(CNc2ccc3nc(CCC4CCCCC4)[nH]c3c2)cc1
7	CC1CCN(C(=O)OCc2nc3nc(Cl)nc(N4CCOCC4)c3[nH]2)CC1
8	N#CC(C#N)=CNC(=S)Nc1ccc(S(=O)(=O)Nc2nccs2)cc1

assay / compound	1	2	3	4	5	6	7	8
MDA-MB-435	110	-2.8*	102	99	105	66	-76*	104
LOX IMVI	90	-32*	56	92	99	72	-86*	99
UACC-257	117	4.0*	97	94	94	71	-90*	97
MALME-3M	116	-0.6*	96	93	95	31	-79*	102
SK-MEL-5	99	49	101	94	94	0.7*	-27*	99
SK-MEL-2	109	22	102	101	99	86	-92*	107
UACC-62	93	26	97	94	94	67	-94*	99
SK-MEL-28	120	25	115	103	107	42	-86*	100

9	O=c1c2ccccc2nc(N/N=C/c2ccc(Oc3ccc(Cl)cc3)cc2)n1-c1ccccc1
10	O=C(Nc1nccnc1OCc1ccc(F)cc1)Nc1cccc2ccccc12
11	COc1ccc(NCC(=O)Nc2ccccn2)cc1
12	COc1cc(/C=N/NC(=O)c2ccc3nc(-c4ccc(Cl)cc4)[nH]c3c2)cc(OC)c1OC
13	CCOC(=O)C[N+]1(CC(=O)OCC)CCCCC1
14	CC(C)CCC[C@@H](C)[C@H]1CC[C@H]2[C@@H]3CC=C4C[C@@H](SC#N)CC[C@]4(C)[C@H]3CC[C@]12C
15	Cc1nc2ccccc2c(N)c1-c1cc(C)c2c(C)nc3ccccc3c2n1
16	COc1cc2c(cc1OC)[C@@H]1Cc3ccc(OC)c(OC)c3CN1CC2

assay / compound	9	10	11	12	13	14	15	16
MDA-MB-435	/	98	47	-67*!	104	110	69	103
LOX IMVI	93	96	94	-81*!	93	100	-85*	89
UACC-257	106	103	96	-48*!	115	89	105	112
MALME-3M	111	112	101	-93*!	111	106	95	90
SK-MEL-5	100	101	92	-83*!	102	95	62	102
SK-MEL-2	102	95	96	-17*!	93	/	96	88
UACC-62	92	91	77	-77*!	105	100	97	102
SK-MEL-28	101	108	95	-88*!	102	110	-91*	100

17	O=C1c2ccccc2C(=O)N1Cc1ccc([N+](=O)[O-])cc1
18	NC(=O)CSC1=NC(c2cccc([N+](=O)[O-])c2)c2sc3ccc(Cl)cc3c2N1 (configuration not stated)
19	Nc1nc2c(s1)C(c1cccnc1)CC(=O)N2 (configuration not stated)
20	CNC(=O)c1cc(Oc2ccc(NC(=O)Nc3ccc(Cl)c(OC4CC4)c3)c(F)c2)ccn1
21	Cc1ccc(/C(=N\c2sc(-c3ccccc3)nc2-c2ccccc2)N2CCc3ccccc3C2)cc1
22	Oc1cccc2ccc(N/N=C/c3cc(CN4CCCCC4)c(O)c4ncccc34)nc12
23	O=CC(O)C1OC(=O)C(O)C1O (configuration not stated)
24	O=C(NNC(=O)[C@@H]1C[C@H](C(=O)O)[C@@H]2CC=C[C@@H]21)c1ccncc1

assay / compound	17	18	19	20	21	22	23	24
MDA-MB-435	112	111	105	71	99	20	105	96
LOX IMVI	96	96	101	63	/	-58*	83	98
UACC-257	108	101	107	73	103	13	108	61
MALME-3M	104	97	102	80	99	19	83	96
SK-MEL-5	108	95	106	36	100	/	111	98
SK-MEL-2	110	113	91	65	101	-4.8*	101	104
UACC-62	100	94	106	70	87	8.9*	108	92
SK-MEL-28	120	121	110	77	104	23	107	105

# As entered above:
# `Clc1ccc(CNc2ccc3nc(CCC4CCCCC4)[nH]c3c2)cc1` in MALME-3M shows 31
# `COc1cc2c(cc1OC)[C@@H]1Cc3ccc(OC)c(OC)c3CN1CC2` in LOX IMVI shows 89
# `Nc1nc2c(s1)C(c1cccnc1)CC(=O)N2` (configuration not stated) in UACC-62 shows 106
# `COc1ccc(C2=NN(C(=O)c3ccc(S(N)(=O)=O)cc3)C(c3ccccc3)C2)c(OC)c1` (configuration not stated) in SK-MEL-5 shows 99

# The listing continues.
25	O=c1ccn(C2CC=C(CO)O2)c(=O)[nH]1 (configuration not stated)
26	Nc1nnc(CSc2nnc3sc4ccccc4n23)s1
27	O=C(CCCCC(=O)Nc1cccc(Cn2nnc3cc(Cl)c(Cl)cc32)c1)Nc1cccc(Cn2nnc3cc(Cl)c(Cl)cc32)c1
28	CC1=NC(c2ccc(Cl)cc2)C2=C(N1)/C(=C/c1ccc(Cl)cc1)CCC2 (configuration not stated)
29	COc1ccc2sc(N(Cc3cccnc3)C(=O)c3ccc(C#N)cc3)nc2c1
30	COc1ccc(C(Cc2ccccc2)[N+]2(C)CCCCC2)cc1 (configuration not stated)
31	O=C(Nc1ccc(Br)cc1)Nc1nc2ccc([N+](=O)[O-])cc2s1
32	CCCCN=C(N)c1ccc(OCCSCCOc2ccc(C(N)=NCCCC)cc2)cc1

assay / compound	25	26	27	28	29	30	31	32
MDA-MB-435	106	110	105	22	67	103	-9.2*	36
LOX IMVI	94	97	97	37	76	90	/	58
UACC-257	78	105	98	94	-46*	111	-17*	40
MALME-3M	81	97	98	96	61	87	-14*	39
SK-MEL-5	90	104	98	85	81	106	-82*	23
SK-MEL-2	105	106	109	98	109	99	-23*	60
UACC-62	92	104	90	83	87	102	-20*	58
SK-MEL-28	106	116	107	94	50	103	6.2*	70

33	Nc1ccc(-c2ccc(N)c(S(=O)(=O)O)c2)cc1S(=O)(=O)O
34	Cl/C=C(/Cl)c1ccccc1
35	Cc1cc2nnc3ccccc3n2n1
36	FC(F)(F)c1ccccc1C#Cc1ccccc1C#Cc1ccc(OCCCCCCOc2ccc(C#Cc3ccccc3C#Cc3ccccc3C(F)(F)F)cc2)cc1
37	CC1(C)SC(C)(C)N(C=O)C1C(=O)O (configuration not stated)
38	CCCC/C(=C\c1ccc(O)c(O)c1)C(=O)NC(Cc1ccccc1)C(=O)C(=O)NCCc1ccc(OC)cc1 (configuration not stated)
39	O=Cc1ccc(O)cc1O
40	COc1ccc2ccc(OC)cc2c1

assay / compound	33	34	35	36	37	38	39	40
MDA-MB-435	115	108	95	100	99	94	101	100
LOX IMVI	94	97	93	101	98	89	/	89
UACC-257	134	97	106	105	100	100	92	106
MALME-3M	107	127	108	147	/	101	125	100
SK-MEL-5	111	103	132	102	109	99	102	102
SK-MEL-2	127	127	110	93	104	99	115	119
UACC-62	/	100	95	120	94	87	96	100
SK-MEL-28	119	114	96	133	104	102	113	106

41	N/C(=N\OC(=O)c1ccccc1)C(C(=O)NOC(=O)c1ccccc1)C1CCCCC1 (configuration not stated)
42	O=C1C=CC2(NN=C(c3ccccc3)N2c2cccc(Cl)c2)c2cccc(O)c21 (configuration not stated)
43	CCCCCCCCCCCCCC[n+]1ccc(C)cc1
44	NS(=O)(=O)c1ccc(-n2ncc3c2ncn2c(=S)[nH]nc32)cc1
45	C=C(C)[C@@H]1CC[C@]2(/C=N/OCCC#N)CC[C@]3(C)[C@H](CC[C@@H]4[C@@]5(C)CC/C(=N\OCCC#N)C(C)(C)[C@@H]5CC[C@]43C)[C@@H]12
46	Cc1[nH]c2ccccc2c(=O)c1CNCc1ccccc1
47	NC(=O)c1cc(I)ccc1NC(=O)COc1ccccc1
48	CCCCCCCCCCCCCCCC[n+]1cccc(C#N)c1

assay / compound	41	42	43	44	45	46	47	48
MDA-MB-435	39	-92*	-65*	104	82	99	-56*	73
LOX IMVI	-85*	3.7*	-94*	91	82	100	52	12
UACC-257	92	31	-22*	80	80	111	61	103
MALME-3M	85	39	/	91	70	96	/	92
SK-MEL-5	74	-55*	-96*	113	83	101	/	58
SK-MEL-2	121	/	13	96	92	107	35	98
UACC-62	57	3.5*	-71*	108	69	95	46	84
SK-MEL-28	93	36	-20*	104	97	105	58	83

# In another format: results already given
No.	canonical_smiles	MDA-MB-435	LOX IMVI	UACC-257	MALME-3M	SK-MEL-5	SK-MEL-2	UACC-62	SK-MEL-28
46	Cc1[nH]c2ccccc2c(=O)c1CNCc1ccccc1	99	100	111	96	101	107	95	105
41	N/C(=N\OC(=O)c1ccccc1)C(C(=O)NOC(=O)c1ccccc1)C1CCCCC1 (configuration not stated)	39	-85*	92	85	74	121	57	93

# (continued)
49	COc1ccc(C=Nc2cc(C(C)C)c(O)cc2C)cc1S(=O)(=O)O
50	CCOC(=O)c1ccc2n1CCc1cnc(NC3CCCCC3)nc1-2
51	CCCCCCCC(O)(CCCCCCC)CCCCCCC
52	NS(=O)(=O)c1ccc(NCCC(=O)c2ccc3ccccc3c2)cc1
53	O=C1NC(=O)[C@@H](c2cn3c4c(cccc24)CCC3)[C@@H]1c1c[nH]c2ccccc12
54	Cc1ccc2oc(=O)cc(CSC(=S)N3CCOCC3)c2c1
55	COC(=O)CSc1ccc2nsnc2n1
56	COC(=O)c1ccccc1C(=O)OCC(C)(C)[N+](=O)[O-]

assay / compound	49	50	51	52	53	54	55	56
MDA-MB-435	101	99	117	100	-13*	97	99	102
LOX IMVI	91	98	94	99	19	94	96	96
UACC-257	118	114	98	108	38	98	92	100
MALME-3M	114	111	107	93	60	96	78	104
SK-MEL-5	102	94	98	100	3.8*	98	98	99
SK-MEL-2	99	98	101	108	/	96	105	87
UACC-62	107	83	104	98	34	73	95	99
SK-MEL-28	102	108	114	103	61	96	90	114

# Six entries out of the list, ordered by molar mass, high to low.
52	NS(=O)(=O)c1ccc(NCCC(=O)c2ccc3ccccc3c2)cc1
54	Cc1ccc2oc(=O)cc(CSC(=S)N3CCOCC3)c2c1
48	CCCCCCCCCCCCCCCC[n+]1cccc(C#N)c1
51	CCCCCCCC(O)(CCCCCCC)CCCCCCC
56	COC(=O)c1ccccc1C(=O)OCC(C)(C)[N+](=O)[O-]
55	COC(=O)CSc1ccc2nsnc2n1

assay / compound	52	54	48	51	56	55
MDA-MB-435	100	97	73	117	102	99
LOX IMVI	99	94	12	94	96	96
UACC-257	108	98	103	98	100	92
MALME-3M	93	96	92	107	104	78
SK-MEL-5	100	98	58	98	99	98
SK-MEL-2	108	96	98	101	87	105
UACC-62	98	73	84	104	99	95
SK-MEL-28	103	96	83	114	114	90

# Going on with the list:
57	CSc1nc2c(c(=O)n1C)C(c1ccc(F)cc1)C=C(C(=O)O)N2 (configuration not stated)
58	C=C(C)[C@@H]1CC=C2c3sc(-c4cccc(O)c4)nc3C[C@@H](C)[C@]2(C)C1
59	C=C(OC1C(C(C)C)CCC2(C)C1[O+]2c1ccc(C(C)C)cc1)C(O)(CCC(C)(O)C(=O)OC1(C(C)C)CC=C(C)CC1)C(C)C (configuration not stated)
60	COc1ccc(N=Nc2c(N)nn3c2NC2=C(CCC/C2=C/c2ccc(Cl)cc2)C3c2ccc(Cl)cc2)cc1 (configuration not stated)
61	CCCC(C(=O)OCCN1CC(C)CC1(C)C)C1CCCC1 (configuration not stated)
62	Nn1c(C(Cl)(Cl)Cl)nn2c(=O)c3cnn(-c4ccccc4)c3nc12
63	Cn1ncc2c(Nc3ccc(Br)cc3)ncnc21
64	COc1cc(NCC(O)CN(CC(C)C)C2CCCC2)c2ncccc2c1 (configuration not stated)

assay / compound	57	58	59	60	61	62	63	64
MDA-MB-435	98	/	101	100	96	103	104	107
LOX IMVI	/	101	99	102	94	98	107	83
UACC-257	105	108	104	96	94	98	113	86
MALME-3M	121	104	95	109	81	97	101	147
SK-MEL-5	93	100	100	98	93	101	99	93
SK-MEL-2	105	110	109	97	103	102	114	98
UACC-62	100	91	95	90	100	92	104	99
SK-MEL-28	95	113	111	117	107	112	105	103

65	Cc1cc(=O)nc2sccn12
66	CCCCCC(N)c1ccc(Cl)cc1 (configuration not stated)
67	O=C(Cc1ccccn1)c1ccncc1
68	Cc1ccc2c(c1)/C(=C/c1sc(=S)[nH]c1O)C(C(=O)O)=N2
69	CC(=O)NCC1c2c(n(C)c3c(Cl)c(Cl)ccc23)C(=O)NC1(C)C (configuration not stated)
70	c1csc(-c2ccn[nH]2)c1
71	O=C1c2cccc3c(-c4ccc(-c5nc6c7ccccc7c7ccccc7c6[nH]5)cc4)ccc(c23)C(=O)N1Nc1ccccc1

assay / compound	65	66	67	68	69	70	71
MDA-MB-435	117	99	104	106	96	134	104
LOX IMVI	96	87	107	102	95	96	79
UACC-257	116	107	97	108	103	120	94
MALME-3M	91	101	109	102	108	112	86
SK-MEL-5	101	95	106	106	/	106	/
SK-MEL-2	144	99	104	90	103	/	97
UACC-62	92	91	99	105	94	101	80
SK-MEL-28	170	105	105	100	111	108	106
